IDH1 mut inh: blocks human IDH1 R132H reductase activity. O75874. diaphorase/resazurin fluorescence, 60 min. inhibition, % at 10 µM. actives 0.18% (n = 70,000). AID 624101; in the data active = inhibition above about 34%; inconclusive = no clear call, values can overlap the other calls; inactive = below about 11%;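 also: 0% = DMSO and 100% = no enzyme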
EZH2 inh: inhibitors of human EZH2/PRC2 methyltransferase | inhibition, % at 12.5 µM | AID 651548 | Q15910 | actives 0.35% (n = 57,000) | PRC2 H3K27 methylation, DELFIA TRF, 1 h;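 active = mean inhibition of replicates at least 50% and every single replicate also reaching 50%; inconclusive = mean inhibition at least 50% but some replicate falls below 50%; inactive = mean inhibition under 50%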;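 also: dimethyl H3K27 on biotinylated H3 21-44 peptide detected by antibody; plate controls were median neutral control wells for no effect and median positive control wells for full effect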
Target sequence (Q15910 whole entry, looked up): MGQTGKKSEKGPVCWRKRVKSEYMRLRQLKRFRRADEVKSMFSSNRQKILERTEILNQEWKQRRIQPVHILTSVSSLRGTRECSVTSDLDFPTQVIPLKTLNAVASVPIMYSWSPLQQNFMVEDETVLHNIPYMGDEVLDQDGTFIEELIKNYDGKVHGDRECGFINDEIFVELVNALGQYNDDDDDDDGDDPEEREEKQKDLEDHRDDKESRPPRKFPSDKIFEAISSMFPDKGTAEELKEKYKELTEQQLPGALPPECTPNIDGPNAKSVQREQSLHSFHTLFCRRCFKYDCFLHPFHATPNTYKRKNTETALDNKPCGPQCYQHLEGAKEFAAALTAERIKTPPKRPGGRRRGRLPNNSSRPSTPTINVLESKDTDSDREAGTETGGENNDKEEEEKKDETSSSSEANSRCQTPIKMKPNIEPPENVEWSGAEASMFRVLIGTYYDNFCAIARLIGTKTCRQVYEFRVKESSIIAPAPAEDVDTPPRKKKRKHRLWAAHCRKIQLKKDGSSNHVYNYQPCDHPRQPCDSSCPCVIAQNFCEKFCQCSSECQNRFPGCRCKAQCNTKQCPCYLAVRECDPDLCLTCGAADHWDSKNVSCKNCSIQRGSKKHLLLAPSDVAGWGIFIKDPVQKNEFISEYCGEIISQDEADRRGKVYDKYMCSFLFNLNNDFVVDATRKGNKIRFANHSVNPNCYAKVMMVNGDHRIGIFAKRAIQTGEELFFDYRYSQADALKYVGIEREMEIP
* marks the source's active call; other numbers are inactive results; ? = inconclusive; . = no result given.

SMILES	IDH1 mut inh	EZH2 inh
C[C@@H]1CN([C@@H](C)CO)C(=O)c2cc(NS(=O)(=O)c3cn(C)cn3)ccc2O[C@@H](C)CCCCO[C@H]1CN(C)C	5.8	-4
CC(=O)Nc1c(O)nc(SCC(=O)N2CCN(c3ccc(F)cc3)CC2)[nH]c1=O	-0.2	.
C[C@H]1CN([C@@H](C)CO)C(=O)Cc2cc(NC(=O)c3ccncc3)ccc2O[C@@H]1CN(C)Cc1ccc(C(F)(F)F)cc1	-1.9	-17
CCOC(=O)c1c(C)oc2ccc(OCC(=O)c3ccc(Br)cc3)cc12	0.0	27
C[C@H]1CN([C@@H](C)CO)S(=O)(=O)c2ccc(-c3ccccc3F)cc2O[C@@H]1CN(C)S(C)(=O)=O	-1.7	8
C[C@H]1CCCCO[C@@H](CN(C)Cc2ccccc2)[C@@H](C)CN([C@@H](C)CO)C(=O)c2cc(NC(=O)Nc3ccc(F)cc3)ccc2O1	-0.2	.
O=C(Nc1ccc(C(F)(F)F)cc1)Nc1ccc2c(c1)[C@H]1C[C@@H](CC(=O)N3CCc4ccccc4C3)O[C@@H](CO)[C@H]1O2	0.4	-8
CC(Sc1nc2c(c(=O)n(C)c(=O)n2C)n1Cc1ccc(Cl)cc1Cl)C(=O)O (centres undefined)	1.2	0
CO[C@H]1CN(C)C(=O)c2cc(NC(C)=O)ccc2OC[C@@H](C)N(Cc2cc(F)ccc2F)C[C@H]1C	0.0	-15
CO[C@@H]1CN(C)C(=O)c2cc(NC(=O)Nc3cc(F)ccc3F)ccc2OC[C@@H](C)N(C(=O)c2ccccn2)C[C@@H]1C	-0.1	-2
C[C@H](NC(=O)C[C@@H]1C[C@H]2c3cc(NC(=O)CC4CC4)ccc3O[C@H]2[C@H](CO)O1)c1ccccc1	0.2	-17
C[C@@H]1CN([C@H](C)CO)C(=O)c2cc(C#CC3CCCCC3)cnc2O[C@@H]1CN(C)Cc1ccncc1	0.0	-34
O=C(N[C@@H]1CC[C@H](CCNC(=O)C2CCCCC2)O[C@H]1CO)c1ccncc1	0.0	-4
COc1ccc(C(=O)Nc2ccc3c(c2)OC[C@@H](C)N(C)C[C@@H](C)[C@H](OC)CN(C)C3=O)cc1	-0.3	-2
CO[C@@H]1CN(C)C(=O)c2ccc(NC(=O)C3CC3)cc2OC[C@@H](C)N(CC2CCOCC2)C[C@H]1C	0.3	-1
CCC(=O)N(C)C[C@H]1Oc2ncc(-c3ccc(C(=O)N(C)C)cc3)cc2C(=O)N([C@@H](C)CO)C[C@@H]1C	0.4	-9
CC(C)NC(=O)Nc1ccc2c(c1)CC(=O)N([C@@H](C)CO)C[C@H](C)[C@@H](CN(C)C(=O)Nc1ccc(F)cc1)O2	-0.2	-5
Cc1cc(-c2ccccc2)nc(SCC(=O)Nc2ccc(SC(F)F)cc2)n1	0.2	20
C[C@H]1CN([C@@H](C)CO)C(=O)Cc2cc(NS(=O)(=O)c3cccs3)ccc2O[C@H]1CN(C)C(=O)NC1CCCCC1	-0.1	.
C[C@@H]1CN([C@H](C)CO)C(=O)c2cc(NC(=O)c3ccccc3)ccc2O[C@@H](C)CCCCO[C@@H]1CN(C)S(C)(=O)=O	-2.7	5
C[C@H](CO)N1C[C@H](C)[C@@H](CN(C)S(=O)(=O)c2ccc(Cl)cc2)Oc2ccc(NC(=O)c3ccncc3)cc2CC1=O	-0.2	0
C[C@@H]1CCCCO[C@@H](CN(C)Cc2ccc3c(c2)OCO3)[C@@H](C)CN([C@H](C)CO)C(=O)c2cc(NC(=O)CCCN(C)C)ccc2O1	2.0	.
CCCN(C)C[C@@H]1Oc2ncc(-c3ccccc3F)cc2C(=O)N([C@H](C)CO)C[C@@H]1C	-0.1	-19
O=C(Nc1ccc2c(c1)[C@@H]1C[C@H](CC(=O)N3CCCCC3)O[C@H](CO)[C@@H]1O2)NC1CCCC1	0.1	0
C[C@@H]1CN([C@H](C)CO)C(=O)c2cc(NC(=O)CCN3CCOCC3)ccc2O[C@@H]1CN(C)Cc1ccc2c(c1)OCO2	0.1	1
C[C@@H]1CN([C@H](C)CO)C(=O)c2cc(C#CC3(O)CCCC3)cnc2O[C@H]1CN(C)S(C)(=O)=O	1.0	-13
CO[C@@H]1CN(C)C(=O)c2cc(NC(=O)C3CC3)ccc2OC[C@@H](C)N(CC2CC2)C[C@@H]1C	0.1	-2
Cc1ccc(S(=O)(=O)N(C)C[C@@H]2Oc3ccc(NC(=O)Cc4ccccc4)cc3C(=O)N([C@H](C)CO)C[C@H]2C)cc1	-2.8	-4
C[C@@H]1CN([C@H](C)CO)C(=O)c2cc(C#CCN(C)C)cnc2O[C@@H]1CN(C)Cc1ccc(F)cc1	-0.7	.
O=C(NCCO[N+](=O)[O-])c1cccnc1	-1.2	-11
C[C@H](CO)N1C[C@H](C)[C@@H](CN(C)C(=O)Nc2ccc(F)cc2)Oc2ccc(NS(=O)(=O)c3cccs3)cc2CC1=O	1.0	.
C[C@@H]1CN([C@@H](C)CO)C(=O)c2cc(-c3cccc(F)c3)cnc2O[C@H]1CN(C)C(=O)C1CCC1	-1.0	-12
O=C(C[C@H]1CC[C@@H](NS(=O)(=O)c2ccc(F)cc2)[C@@H](CO)O1)NC1CCC1	-0.3	0
C[C@@H]1CCCCO[C@H](CN(C)C(=O)C2CCCCC2)[C@H](C)CN([C@H](C)CO)C(=O)c2cc(N(C)C)ccc2O1	-2.9	11
O=C(O)C[C@@H]1C[C@H]2c3cc(NC(=O)CC4CC4)ccc3O[C@H]2[C@H](CO)O1	0.0	-1
C[C@@H]1CN([C@@H](C)CO)C(=O)c2cccc(NS(=O)(=O)c3cn(C)cn3)c2O[C@@H]1CN(C)C(=O)Nc1ccc(C(F)(F)F)cc1	2.0	.
COc1ccc(S(=O)(=O)N(C)C[C@@H]2OCCCC[C@@H](C)Oc3ccc(N(C)C)cc3C(=O)N([C@@H](C)CO)C[C@@H]2C)cc1	.	1
COc1ccc(CNC(=O)C[C@@H]2CC[C@H](NS(=O)(=O)c3cccc(OC)c3)[C@@H](CO)O2)cc1	0.1	-3
CO[C@@H]1CN(C)C(=O)c2ccc(NC(C)=O)cc2OC[C@H](C)N(Cc2cccnc2)C[C@H]1C	0.2	7
COc1ccc(S(=O)(=O)Nc2ccc3c(c2)CC(=O)N([C@H](C)CO)C[C@H](C)[C@@H](CN(C)Cc2ccccc2)O3)cc1	-5.6	-2
CCCN(C)C[C@@H]1Oc2cc(C#Cc3ccccc3F)ccc2S(=O)(=O)N([C@@H](C)CO)C[C@@H]1C	-0.4	-16
C[C@H](O)C#Cc1cnc2c(c1)C(=O)N([C@H](C)CO)C[C@H](C)[C@@H](CN(C)C(=O)c1ccccc1)O2	-0.4	.
C[C@@H]1CN([C@H](C)CO)C(=O)Cc2cc(NS(=O)(=O)c3cn(C)cn3)ccc2O[C@@H]1CN(C)C(=O)Nc1ccccc1	4.9	.
C[C@@H]1CN([C@H](C)CO)C(=O)c2cc(-c3cncnc3)cnc2O[C@H]1CN(C)Cc1cncnc1	0.4	.
C[C@@H]1CN([C@@H](C)CO)C(=O)c2cc(NC(=O)Nc3ccc4c(c3)OCO4)ccc2O[C@H]1CN(C)C(=O)NC1CCCCC1	1.4	.

Structural class, those above with an aryl thioether with sulfur outside any ring.
SMILES	IDH1 mut inh	EZH2 inh
CC(=O)Nc1c(O)nc(SCC(=O)N2CCN(c3ccc(F)cc3)CC2)[nH]c1=O	-0.2	.
CC(Sc1nc2c(c(=O)n(C)c(=O)n2C)n1Cc1ccc(Cl)cc1Cl)C(=O)O (centres undefined)	1.2	0
Cc1cc(-c2ccccc2)nc(SCC(=O)Nc2ccc(SC(F)F)cc2)n1	0.2	20

Continued.
SMILES	IDH1 mut inh	EZH2 inh
O=C(CCN1CCCCC1)N[C@H]1CC[C@@H](CCn2cc(-c3ccc(F)cc3)nn2)O[C@H]1CO	-0.2	-4
C[C@@H]1CN([C@@H](C)CO)C(=O)c2cc(-c3ccccc3)cnc2O[C@H]1CN(C)C(=O)c1cccc(F)c1	-0.7	-11
CC(C)NC(=O)N(C)C[C@H]1Oc2ncc(C#Cc3ccccc3F)cc2C(=O)N([C@@H](C)CO)C[C@H]1C	0.6	-34
O=C(N[C@H]1CC[C@@H](CCNC(=O)C2CCCC2)O[C@H]1CO)c1ccncc1	0.1	21
C[C@H](CO)N1C[C@H](C)[C@H](CN(C)Cc2ccc(C(=O)O)cc2)Oc2c(NC(=O)C3CCOCC3)cccc2C1=O	0.5	4
CO[C@@H]1CN(C)C(=O)c2ccc(NC(C)=O)cc2OC[C@@H](C)N(Cc2ccccn2)C[C@@H]1C	0.2	-9
C[C@@H]1CN([C@H](C)CO)C(=O)c2cc(NC(=O)CCC(F)(F)F)ccc2O[C@@H](C)CCCCO[C@H]1CN(C)S(=O)(=O)c1ccc(F)cc1	0.2	.
C[C@H]1CCCCO[C@@H](CN(C)Cc2ccccc2)[C@@H](C)CN([C@@H](C)CO)C(=O)c2cc(NC(=O)Nc3ccc4c(c3)OCO4)ccc2O1	5.0	.
CNC[C@@H]1Oc2cc(C#Cc3ccc(F)cc3)ccc2S(=O)(=O)N([C@@H](C)CO)C[C@H]1C	1.5	-8
Cc1cc(C)nc(SCCS(=O)(=O)Cc2ccc(Cl)cc2)n1	-0.6	-4
Cc1ccccc1-c1ccc2c(c1)O[C@@H](CN(C)Cc1ccc(C(=O)O)cc1)[C@@H](C)CN([C@@H](C)CO)S2(=O)=O	13	15
COc1cccc(S(=O)(=O)Nc2ccc3c(c2)[C@H]2C[C@@H](CC(=O)NC4CCCCC4)O[C@H](CO)[C@H]2O3)c1	?	-2
COc1ccc2[nH]c(C(=O)c3ccccc3)cc2c1	-0.7	-6
C[C@@H]1CN([C@H](C)CO)C(=O)Cc2cc(NC(=O)C3CC3)ccc2O[C@H]1CN(C)S(=O)(=O)c1ccc(Cl)cc1	-0.3	-4
COc1ccc(S(=O)(=O)Nc2ccc3c(c2)C(=O)N([C@H](C)CO)C[C@H](C)[C@H](CN(C)C)OCCCC[C@H](C)O3)cc1	2.4	-3
CCCC#Cc1ccc2c(c1)O[C@@H](CN(C)C(=O)NCCC)[C@@H](C)CN([C@@H](C)CO)S2(=O)=O	-0.4	.
C[C@@H]1CCCCO[C@@H](CN(C)C(=O)Nc2ccc(C(F)(F)F)cc2)[C@H](C)CN([C@H](C)CO)C(=O)c2cc(NC(=O)C3CCCCC3)ccc2O1	1.0	.
C[C@H](CO)N1C[C@H](C)[C@H](CN(C)CC2CCCCC2)Oc2ccc(NC(=O)NC3CCCCC3)cc2C1=O	-0.6	.
COc1ccc(OC)c(NC(=O)CN(c2ccccc2Br)S(C)(=O)=O)c1	0.1	-8
C[C@@H]1CCCCO[C@@H](CN(C)Cc2ccc(C(=O)O)cc2)[C@H](C)CN([C@H](C)CO)C(=O)c2cc(NC(=O)C3CCCCC3)ccc2O1	-2.6	.
C[C@H](CO)N1C[C@H](C)[C@H](CN(C)C(=O)Cc2ccccc2)Oc2ncc(-c3ccccc3)cc2C1=O	-0.2	7
C[C@@H]1CN([C@@H](C)CO)C(=O)c2cccc(NC(=O)CCCCCC(=O)Nc3ccccc3N)c2O[C@H]1CN(C)S(C)(=O)=O	.	5
CC(=O)Nc1ccc(C(=O)Nc2ccc(S(=O)(=O)Nc3nccs3)cc2)cc1	0.4	.
CO[C@H]1CN(C)C(=O)c2cc(NS(=O)(=O)CC(F)(F)F)ccc2OC[C@H](C)N(Cc2ccccn2)C[C@H]1C	-0.3	9
COc1ccc(NC(=O)Nc2cccc3c2O[C@@H](CN(C)C(=O)NC(C)C)[C@@H](C)CN([C@@H](C)CO)C3=O)cc1	.	-4
C[C@@H]1CCCCO[C@@H](CN(C)C(=O)C2CCCCC2)[C@H](C)CN([C@@H](C)CO)C(=O)c2cc(NS(=O)(=O)c3cccs3)ccc2O1	1.6	.
CCS(=O)(=O)Nc1ccc2c(c1)C(=O)N(C)C[C@@H](OC)[C@@H](C)CN(C(=O)C1CC1)[C@@H](C)CO2	0.1	11
C[C@@H]1CN([C@H](C)CO)C(=O)c2cccc(NS(=O)(=O)c3ccc(Cl)cc3)c2O[C@H]1CN(C)C(=O)Nc1ccc2c(c1)OCO2	-2.0	.
C[C@H](CO)N1C[C@H](C)[C@@H](CN(C)S(=O)(=O)c2ccccc2)OCCCC[C@H](C)Oc2ccc(NC(=O)Nc3cccc4ccccc34)cc2C1=O	-0.8	.
CO[C@@H]1CN(C)C(=O)c2cc(NC(C)=O)ccc2OC[C@@H](C)N(Cc2cc(F)ccc2F)C[C@@H]1C	-0.2	-1
C[C@@H]1CN([C@@H](C)CO)C(=O)c2cccc(NS(=O)(=O)c3ccccc3)c2O[C@H]1CN(C)Cc1ccc(C(=O)O)cc1	-1.3	.
C[C@H]1CN([C@@H](C)CO)C(=O)Cc2cc(NC(=O)C3CCCCC3)ccc2O[C@H]1CN(C)Cc1ccc(C(=O)Nc2ccccc2N)cc1	0.4	-3
CCCNC(=O)C[C@@H]1C[C@H]2c3cc(NC(=O)Nc4ccc(F)cc4)ccc3O[C@H]2[C@H](CO)O1	-0.4	-12

Taken from the listing for reference:
SMILES	IDH1 mut inh	EZH2 inh
C[C@@H]1CN([C@@H](C)CO)C(=O)c2cc(NS(=O)(=O)c3cn(C)cn3)ccc2O[C@@H](C)CCCCO[C@H]1CN(C)C	5.8	-4
CC(=O)Nc1c(O)nc(SCC(=O)N2CCN(c3ccc(F)cc3)CC2)[nH]c1=O	-0.2	.
C[C@H]1CN([C@@H](C)CO)C(=O)Cc2cc(NC(=O)c3ccncc3)ccc2O[C@@H]1CN(C)Cc1ccc(C(F)(F)F)cc1	-1.9	-17
CCOC(=O)c1c(C)oc2ccc(OCC(=O)c3ccc(Br)cc3)cc12	0.0	27
C[C@H]1CN([C@@H](C)CO)S(=O)(=O)c2ccc(-c3ccccc3F)cc2O[C@@H]1CN(C)S(C)(=O)=O	-1.7	8

These rows are one share of the data; rates above refer to the full screens.
